# MITF primary: human MITF inhibition, primary screen; AlphaScreen MITF homodimerization, bead proximity signal; AID 1259374; inhibition, % at 2.6 µM; 0.91% of 650,000 active; in the data active means inhibition above about 50%;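 further: 0% = vehicle wells with protein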
# Target sequence (O75030 whole entry, looked up): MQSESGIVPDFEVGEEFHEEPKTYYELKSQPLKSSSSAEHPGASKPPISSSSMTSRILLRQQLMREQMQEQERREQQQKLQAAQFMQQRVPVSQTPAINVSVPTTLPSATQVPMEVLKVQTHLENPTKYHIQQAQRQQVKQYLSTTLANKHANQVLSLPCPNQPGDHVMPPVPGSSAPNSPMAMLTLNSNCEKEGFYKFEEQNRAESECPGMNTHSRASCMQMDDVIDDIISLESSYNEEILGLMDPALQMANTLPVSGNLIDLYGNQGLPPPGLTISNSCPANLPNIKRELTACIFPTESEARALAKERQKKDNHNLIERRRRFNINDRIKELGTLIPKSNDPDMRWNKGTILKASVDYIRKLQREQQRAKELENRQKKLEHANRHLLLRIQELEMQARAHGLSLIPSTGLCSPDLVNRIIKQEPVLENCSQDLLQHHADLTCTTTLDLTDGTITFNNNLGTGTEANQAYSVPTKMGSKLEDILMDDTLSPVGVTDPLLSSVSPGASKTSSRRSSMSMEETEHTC
# FBW7 act: activators of human E3 ligase FBW7 | AID 1259310 | 0.13% of 650,000 active | AlphaScreen FBW7–phospho-cyclin E peptide binding, activator screen | normalized activity (activation), % at 26.1 µM; in the data active means normalized activity above about 1.9%;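 further: purified mutant Fbw7 with reduced substrate affinity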
# TEAD-YAP block: TEAD-YAP interaction inhibition; HEK-TIYL cells, TEAD-Gal4/YAP UAS-luciferase luminescence; inhibition, % at 9.12 µM; 1.4% of 640,000 active; AID 1259422; in the data active means inhibition above about 32%;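 further: 0% = median of test compound wells and 100% = reference inhibitor wells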
# GPR151 activ: human GPR151 activation; activation, % at 11.2 µM; AID 1508602; PathHunter beta-arrestin GPR151 cells, luminescence; 1% of 650,000 active; Q8TDV0; in the data active means activation above about 4.9%;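 further: 0% = median of compound wells and 100% = cells with positive control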
# Target sequence (Q8TDV0 whole entry, looked up): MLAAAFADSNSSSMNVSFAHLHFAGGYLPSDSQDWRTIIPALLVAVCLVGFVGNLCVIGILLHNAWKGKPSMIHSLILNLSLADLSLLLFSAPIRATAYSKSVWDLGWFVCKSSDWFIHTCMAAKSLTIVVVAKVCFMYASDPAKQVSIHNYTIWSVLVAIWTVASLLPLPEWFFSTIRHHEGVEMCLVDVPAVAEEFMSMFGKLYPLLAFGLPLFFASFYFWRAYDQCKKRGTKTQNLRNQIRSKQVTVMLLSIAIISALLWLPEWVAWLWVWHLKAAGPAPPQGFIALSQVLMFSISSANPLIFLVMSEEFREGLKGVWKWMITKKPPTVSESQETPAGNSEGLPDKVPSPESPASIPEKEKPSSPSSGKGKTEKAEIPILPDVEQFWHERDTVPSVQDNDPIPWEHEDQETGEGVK
# The depositor's hits bear a star; & = joins results of further samples. Compounds as they come; 3.5% or so of the library scored in one or more.
(1) COc1ccc(OC)c(C(=O)Nc2cc3c(ccc4ccccc43)oc2=O)c1
(2) Cc1ccc(S(=O)(=O)N(C)CC(=O)NNC(=O)CCc2c[nH]c3ccccc23)cc1
(3) CCC(C)c1ccc(OCC(=O)Nc2cccc(C(C)=O)c2)cc1 (stereo unspecified)
(4) COC(=O)N/N=C(\C)c1ccc2c(c1)Nc1ccccc1S2
(5) N/C(=N\OC(=O)c1cccc2ccccc12)c1ccccn1
(6) CC1CCCC(NC(=O)Cn2cnc3scc(-c4ccccc4)c3c2=O)C1C (stereo unspecified)
(7) N#Cc1c(C2CC=CCC2)c2c([nH]c1=S)CCC2 (stereo unspecified)
(8) O=C(O)c1ccccc1NC(=O)c1c(C(=O)O)cccc1[N+](=O)[O-]
screen / no.	1	2	3	4	5	6	7	8
MITF primary	6	10	-3	-4	9	17	-14	8
FBW7 act	0.3	0.0	-0.2	0.1	0.2	0.3	0.0	-0.4
TEAD-YAP block	1	5	-8	-26	11	10	2	0
GPR151 activ	-1.2	-0.2	1.8	-1.1	-5.1	0.9	0.6	1.2

(9) CC1C=CCC2C(=O)N(c3ccccc3)C(=O)C12 (stereo unspecified)
(10) CCC1CCCCN1C(=O)CCS(=O)(=O)c1cc2c(cc1C)NC(=O)CO2 (stereo unspecified)
(11) CCOC(=O)COc1ccc(Br)cc1/C=C1\SC(N)=NC1=O
(12) Cc1ccc(S(=O)(=O)N2CCN(S(C)(=O)=O)C2C)cc1 (stereo unspecified)
(13) CN(C)C(=O)C[n+]1cccc(/C=N/O)c1
(14) COC(CNc1cc(-c2ccccc2F)nc(-c2cccnc2)n1)OC
(15) CC1=C([N+](=O)[O-])C(c2ccccc2C(F)(F)F)NC(=O)N1C (stereo unspecified)
(16) CCOC(=O)c1c(-c2ccccc2)csc1NC(=O)c1ccc(Br)cc1
screen / no.	9	10	11	12	13	14	15	16
MITF primary	12	7	2	-7	6	-1	-5	1
FBW7 act	0.3	0.0	0.3	0.0	-0.1	-0.3	0.2	0.1
TEAD-YAP block	-1	3	4	2	14	6	7	5
GPR151 activ	-0.9	-0.3	2.7	0.2	0.6	0.3	0.5	0.6

(17) Cc1ccc(C)c(NC(=O)CN2C(=O)C(C)(C)Oc3ccc(C(=O)NC(C)(C)C)cc32)c1
(18) C=C(C)Cn1c(-c2cccs2)n[nH]c1=S
(19) COC(=O)c1ccc(C2C3=C(CC(C)(C)CC3=O)N(c3cccc(Cl)c3Cl)C3=C2C(=O)CC(C)(C)C3)cc1
(20) O=C(NCc1cccs1)c1ccc(CN2CCC[C@H]2CO)[nH]c1=O
(21) CCC(=O)c1ccccc1OCCCN1CCN(C)CC1
(22) CCCCSC1CC(=O)N(c2ccc(N3C(=O)CC(SCCCC)C3=O)cc2)C1=O (stereo unspecified)
(23) Cc1cc(NC(=O)Cn2c(C)nc3ccccc3c2=O)ccc1Br
(24) CCOc1ccc(N2CC(C(=O)Nc3ccccc3F)CC2=O)cc1 (stereo unspecified)
screen / no.	17	18	19	20	21	22	23	24
MITF primary	10	-5	16	13	-4	-9	10	8
FBW7 act	0.0	-0.6	0.1	0.2	-0.2	-0.2	0.0	0.5
TEAD-YAP block	-7	-7	12	-8	-9	-3	9	3
GPR151 activ	-0.9	-0.3	-0.2	-0.7	0.5	2.8	-0.3	2.4

(25) C#CCSc1[nH]c(=O)cc(C)c1C#N
(26) CCCc1oc2ccc(NS(=O)(=O)c3cc([N+](=O)[O-])ccc3Cl)cc2c1C(=O)OCC
(27) CC(=O)c1ccc(NC(=S)Nc2cc([N+](=O)[O-])ccc2C)cc1
(28) COC(=O)c1ccc(/C=C2\N=C(c3ccc(Cl)c([N+](=O)[O-])c3)OC2=O)cc1
(29) CCOc1ccc(NC(=O)CSc2nc3n[nH]c(C)c3c(=N)n2-c2ccc(OCC)cc2)cc1
(30) O=C(C1CC12CCN(Cc1nccs1)CC2)N1CCc2ccccc2C1 (stereo unspecified)
(31) COCCn1c(=NC(C)=O)sc2cc(NC(C)=O)ccc21
(32) Cc1ccc(C(=O)Nc2nncs2)cc1[N+](=O)[O-]
screen / no.	25	26	27	28	29	30	31	32
MITF primary	1	2	12	-1	1	-4	4	7
FBW7 act	0.4	-0.1	0.4	-0.1	-0.2	-0.1	0.0	0.5
TEAD-YAP block	1	-8	-2	-7	30	2	3	-11
GPR151 activ	-0.1	3.2	6.3*	-0.6	-1.3	0.7	-0.6	-4.4

# Rewritten tab-delimited: entries from further up
nr	molecule	MITF primary	FBW7 act	TEAD-YAP block	GPR151 activ
17	Cc1ccc(C)c(NC(=O)CN2C(=O)C(C)(C)Oc3ccc(C(=O)NC(C)(C)C)cc32)c1	10	0.0	-7	-0.9
18	C=C(C)Cn1c(-c2cccs2)n[nH]c1=S	-5	-0.6	-7	-0.3
19	COC(=O)c1ccc(C2C3=C(CC(C)(C)CC3=O)N(c3cccc(Cl)c3Cl)C3=C2C(=O)CC(C)(C)C3)cc1	16	0.1	12	-0.2
20	O=C(NCc1cccs1)c1ccc(CN2CCC[C@H]2CO)[nH]c1=O	13	0.2	-8	-0.7
21	CCC(=O)c1ccccc1OCCCN1CCN(C)CC1	-4	-0.2	-9	0.5
22	CCCCSC1CC(=O)N(c2ccc(N3C(=O)CC(SCCCC)C3=O)cc2)C1=O (stereo unspecified)	-9	-0.2	-3	2.8
23	Cc1cc(NC(=O)Cn2c(C)nc3ccccc3c2=O)ccc1Br	10	0.0	9	-0.3
24	CCOc1ccc(N2CC(C(=O)Nc3ccccc3F)CC2=O)cc1 (stereo unspecified)	8	0.5	3	2.4
25	C#CCSc1[nH]c(=O)cc(C)c1C#N	1	0.4	1	-0.1
26	CCCc1oc2ccc(NS(=O)(=O)c3cc([N+](=O)[O-])ccc3Cl)cc2c1C(=O)OCC	2	-0.1	-8	3.2
27	CC(=O)c1ccc(NC(=S)Nc2cc([N+](=O)[O-])ccc2C)cc1	12	0.4	-2	6.3*
28	COC(=O)c1ccc(/C=C2\N=C(c3ccc(Cl)c([N+](=O)[O-])c3)OC2=O)cc1	-1	-0.1	-7	-0.6
29	CCOc1ccc(NC(=O)CSc2nc3n[nH]c(C)c3c(=N)n2-c2ccc(OCC)cc2)cc1	1	-0.2	30	-1.3
30	O=C(C1CC12CCN(Cc1nccs1)CC2)N1CCc2ccccc2C1 (stereo unspecified)	-4	-0.1	2	0.7
31	COCCn1c(=NC(C)=O)sc2cc(NC(C)=O)ccc21	4	0.0	3	-0.6
32	Cc1ccc(C(=O)Nc2nncs2)cc1[N+](=O)[O-]	7	0.5	-11	-4.4

# New compounds follow:
(33) FC(F)(F)c1cccc(CNc2nc(N3CCN(c4ccccn4)CC3)nc3c2ncn3-c2ccccc2)c1
(34) CCNC(=S)N1CCN(CC(=O)Nc2ccc(Br)cc2)CC1
(35) COc1cc(Nc2nc(Nc3cc(OC)c(OC)c(OC)c3)c3ncn(Cc4ccc(C(F)(F)F)cc4)c3n2)cc(OC)c1OC
(36) COc1ccc(NC(=O)c2cc3c(CO)cnc(C)c3oc2=O)cc1Cl
(37) CCCCNC(=O)CSc1nc2n[nH]c(C)c2c(=N)n1-c1cccc(Cl)c1C
(38) CC(C)(C)C(=O)Nc1ccc2nn(-c3ccccc3)nc2c1
(39) Cc1ccccc1-n1ccnc1SCC(=O)NC1CCCC1
(40) COc1cc(/C=c2/sc3nc4ccccc4n3c2=O)cc(Br)c1OC
screen / no.	33	34	35	36	37	38	39	40
MITF primary	-1	-21	-6	20	6	-2	0	-1
FBW7 act	0.1	0.0	-0.1	0.0	-0.2	0.0	0.1	-0.1
TEAD-YAP block	6	0	10	5	2	82*	3	3
GPR151 activ	-0.2	2.4	-0.8	0.8	-0.6	1.6	-1.6	-0.3

(41) CCCn1cnc2cc(NCc3cc(OC)c(OC)c(OC)c3)ccc21
(42) Cc1cccc(N2C(=O)c3ccc(NC(=O)c4ccc(Br)cc4)cc3C2=O)c1
(43) CC1CCCCN1CCNc1ccc2nnc(-c3ccc(F)cc3)n2n1 (stereo unspecified)
(44) COc1ccc(C(=O)N/N=C(\N)c2cc3ccccc3oc2=O)cc1OC
(45) C=CCSc1nnc2c(n1)OC(c1cc(OC)c(OC)c(OC)c1)Nc1ccccc1-2 (stereo unspecified)
(46) COC(=O)CSc1nc2sc(C)c(C)c2c(=O)[nH]1
(47) COc1ccc(Nc2nc(NCCCC(C)C)nc(OC)n2)c(OC)c1
(48) COc1ccc(NC(=O)c2cnn3c(C(F)(F)F)cc(-c4ccc(C)cc4)nc23)c(OC)c1
screen / no.	41	42	43	44	45	46	47	48
MITF primary	-7	1	6	-9	19	-7&-3	-13	-3
FBW7 act	-0.1	0.0	0.8	0.0	-0.1	-0.1&0.1	-0.2	-0.1
TEAD-YAP block	-14	12	0	2	-6	-4&-15	-5	-4
GPR151 activ	0.3	0.2	2.6	0.3	-0.9	1.3&-0.8	0.9	0.1

(49) Nc1ccc(S(=O)(=O)Nc2cccc(C(F)(F)F)c2)cc1N
(50) CCOc1ccc(CN2CCC(N3CCN(c4ccccc4OC)CC3)CC2)cc1
(51) COc1ccc(-c2ncc(C(=O)NCCOc3ccccc3)s2)cn1
(52) Brc1ccc(CSc2nnnn2-c2ccccc2)cc1
(53) COc1ccc(C2C(=O)N(C3CCCCC3)CC(=O)N2Cc2ccc(Cl)cc2)cc1 (stereo unspecified)
(54) COc1ccc(C)cc1N(CC(=O)N1CCC(Cc2ccccc2)CC1)S(C)(=O)=O
(55) CC(C)c1ccc(OCC(=O)Nc2ccc(S(=O)(=O)Nc3ccccn3)cc2)cc1
(56) Cn1c2ccccc2n2c(=O)n(CC(=O)Nc3ccc(F)cc3)nc12
screen / no.	49	50	51	52	53	54	55	56
MITF primary	4	46	-2	-3	5	-3	-2	-6
FBW7 act	0.2	0.0	0.2	-0.1	0.0	0.0	0.3	0.0
TEAD-YAP block	6	12	-5	-1	-13	8	6	-5
GPR151 activ	1.2	0.7	4.1	-0.3	-0.9	0.4	3.0	-0.2

(57) O=C(O)c1ccc(NC(=O)c2ccc(C(F)(F)F)cc2)cc1
(58) CC(C)(C)C(=O)COC(=O)c1ccccc1NS(=O)(=O)c1cccc(N)c1
(59) CSC1=NCCN1C(=O)C12CC3CC(CC(C3)C1)C2
(60) c1nc2nc3c(c(NC4CC4)n2n1)CCC3
(61) Cn1c(SCC(=O)Nc2ccc(F)c(F)c2)nnc1-c1ccccn1
(62) CCc1ccc(C2=NN(CCC(=O)NCc3ccccc3OC)C(=O)CC2)cc1
(63) c1ccc2c(c1)CCN(Cc1ccsc1)C2
(64) COc1ccc(-c2nsc(SCC(=O)N3CCCCCC3)n2)cc1
screen / no.	57	58	59	60	61	62	63	64
MITF primary	-7	24	15	2	3	0	9	4
FBW7 act	0.4	-0.1	0.0	0.0	0.4	-0.1	-0.1	-0.3
TEAD-YAP block	2	3	0	-5	-13	2	3	-36
GPR151 activ	0.8	1.5	-1.4	0.4	2.7	0.2	0.4	-0.9

(65) Cc1c(Cl)cccc1N1C(N)=C(C#N)C(c2ccsc2)C2=C1CCCC2=O (stereo unspecified)
(66) Cc1cccc(NC(=O)CC2SC(=O)NC2=O)c1 (stereo unspecified)
(67) C=CCNC(=O)c1sc(=S)n(-c2ccccc2)c1N
(68) COc1ccc2nc3sc(C(=O)Nc4ccc5c(c4)OCCO5)c(N)c3cc2c1
(69) c1ccc(-c2nnc3ccc(N4CCC5(CC4)OCCO5)nn23)cc1
(70) O=[N+]([O-])c1ccc2c(c1)C1C=CCC1C(c1ccc(F)cc1)N2 (stereo unspecified)
(71) Cc1ccc(C)c(C(=O)COC(=O)c2ccc(C#N)cc2)c1
(72) CCOc1ccc(N(CC(=O)NCCc2ccc(OC)c(OC)c2)S(=O)(=O)c2ccc(SC)cc2)cc1
screen / no.	65	66	67	68	69	70	71	72
MITF primary	12	9	11	-9	8	0	-6	13
FBW7 act	0.0	0.0	0.1	0.0	-0.1	-0.1	-0.2	0.8
TEAD-YAP block	-1	4	-13	2	-2	9	-5	4
GPR151 activ	2.3	-0.5	1.0	-0.7	1.2	-0.1	0.1	-0.8

(73) COc1ccccc1C1CC(=O)NC(SCC(=O)Nc2ccc(C)c(Cl)c2)=C1C#N (stereo unspecified)
(74) Cc1cccn2c(=O)c(NC(=O)c3cccs3)cnc12
(75) CS(=O)(=O)Nc1ccc(-c2cnc3cccc(Nc4ccncc4)c3c2)cc1
(76) COc1ccc(N(C(C)C(=O)N2CCN(c3ccccc3OC)CC2)S(C)(=O)=O)cc1 (stereo unspecified)
(77) Cn1c(SCCc2ccccc2)nc2c(c1=O)C1(CCCC1)Cc1ccccc1-2
(78) Cc1cc(C)nc(SCc2nc3cccc(C)n3c2Br)n1
(79) O=C(COc1ccccc1)NCC(=O)N/N=C/C(Br)=C/c1ccccc1
(80) CCN(C(=O)CSc1nnc2ccccn12)C1CCS(=O)(=O)C1 (stereo unspecified)
screen / no.	73	74	75	76	77	78	79	80
MITF primary	-4	-7	1	2	-2	-11	-1	0
FBW7 act	-0.1	0.1	-0.2	-0.1	0.3	0.0	0.0	0.1
TEAD-YAP block	-6	-44	-6	3	-38	-10	-3	14
GPR151 activ	0.6	-5.9	0.0	0.9	0.4	0.7	0.7	0.6

# Screening data as filed in PubChem.
